# TSG101-PTAP inh: blocks PTAP binding to human TSG101, validation | 44,000 tested, under 10 active | Q99816 | Fluorescence polarization, FITC-PTAP peptide/Tsg101, 20 min | Potency, µM (top dose mostly 115 µM), inactives show at the highest dose activity change, negative = inhibition, actives largely listed as inhibitors | AID 1347069; also: potency is read from the fitted curve at half-maximal effect; 0% is about no effect
#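 Read-out is FITC fluorescence polarization. Compounds were added to Tsg101 binding domain (10 uM final), then FITC-PTAP peptide (50 nM final), 20 min at r.t. Total S+P intensity flags fluorescent compounds.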
# GALK inhibitor: inhibitors of human galactokinase (GALK). recombinant GALK, Kinase-Glo ATP luminescence, 1 h. P51570. Potency, µM (doses to about 57.5 µM), without a hit: at the highest dose activity, negative = inhibition, hits mostly inhibitors. 44,000 tested, under 10 active. AID 1347072;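 also: plate controls were full GALK reaction for no effect and reaction lacking GALK for full effect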
# Target sequence (P51570 whole entry, looked up): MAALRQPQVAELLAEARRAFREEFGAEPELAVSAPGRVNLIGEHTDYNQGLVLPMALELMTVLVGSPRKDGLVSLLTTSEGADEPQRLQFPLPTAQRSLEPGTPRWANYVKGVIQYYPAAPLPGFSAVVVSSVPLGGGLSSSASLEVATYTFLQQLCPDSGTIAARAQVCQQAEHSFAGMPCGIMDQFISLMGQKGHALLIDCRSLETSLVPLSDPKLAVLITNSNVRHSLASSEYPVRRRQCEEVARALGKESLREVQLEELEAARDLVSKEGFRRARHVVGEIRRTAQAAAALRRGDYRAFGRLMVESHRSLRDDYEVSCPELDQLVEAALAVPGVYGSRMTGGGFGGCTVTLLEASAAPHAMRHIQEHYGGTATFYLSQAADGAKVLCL
#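 Reactions with and without enzyme served as controls. GALK at 5 nM phosphorylates 100 uM galactose using 35 uM ATP (HEPES pH 8.0, Mg2+) for 1 h at RT, with luminescence read 10 min after adding Kinase-Glo Plus.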
# FH mod: Identification of activators of human fumarate hydratase by quantitative high-throughput screening; FH coupled MDH/diaphorase resazurin fluorescence, 15 min; Potency, µM (top dose mostly 79.9 µM), inactives show at the top dose activity change, negative = inhibition, hits mostly inhibitors; actives 0.22% (n = 54,000); AID 1347055, 2019; also: potency is read from the fitted curve at half-maximal effect; % is scaled to controls: 0 for no effect and ±100 for the full control effect; the screen sought activators but most active calls are inhibition curves; nearly all actives have a fitted effect of over 45% in size
# Target sequence (P07954 whole entry, looked up): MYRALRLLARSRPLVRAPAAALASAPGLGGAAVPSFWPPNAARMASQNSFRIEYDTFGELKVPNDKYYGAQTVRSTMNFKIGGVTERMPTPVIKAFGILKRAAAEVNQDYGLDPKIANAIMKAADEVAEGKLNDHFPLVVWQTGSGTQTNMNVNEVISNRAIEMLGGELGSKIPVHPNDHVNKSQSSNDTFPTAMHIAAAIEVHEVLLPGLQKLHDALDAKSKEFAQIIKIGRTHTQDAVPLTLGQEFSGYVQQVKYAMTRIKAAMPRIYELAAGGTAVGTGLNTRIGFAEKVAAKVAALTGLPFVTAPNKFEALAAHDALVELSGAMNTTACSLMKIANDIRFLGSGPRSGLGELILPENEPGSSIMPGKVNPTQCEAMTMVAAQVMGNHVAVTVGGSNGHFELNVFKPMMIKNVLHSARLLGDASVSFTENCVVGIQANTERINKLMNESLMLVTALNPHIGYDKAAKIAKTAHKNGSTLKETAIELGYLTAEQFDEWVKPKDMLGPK
# B2AR arrestin ag: beta-arrestin recruitment by human beta2-adrenergic receptor ligands | HTLA Tango cells, beta-arrestin recruitment, luciferase luminescence, 18 h | Potency, µM (series often up to 46.1 µM), for the others: at the highest dose activation, hits mostly activators | 44,000 tested, under 10 active;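 also: potency is read from the fitted curve at half-maximal effect; 0% = DMSO and full agonism = EC100 isoproterenol or metaproterenol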
#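 First, Tango cells carrying beta2-AR and beta-arrestin fusions received compound up to 46 microM. After 18 hr at 37 degrees C, luciferase substrate was added for 15 minutes, then luminescence gave %Activity for curve fitting.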
# p53null 32C tox: kills p53 null cells at the permissive temperature; H1299-neo p53 null cells, ATP luminescence, 24 h, 32C; Potency, µM (top dose mostly 46.1 µM), inactives show at the highest dose activity change, negative = cytotoxicity, most hits filed as cytotoxic; actives 0.62% (n = 55,000); AID 903;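 also: potency is read from the fitted curve at half-maximal effect; 0% = DMSO only and -100% = full killing by 100 µM tamoxifen; nearly all actives have a fitted effect of over 55% in size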
#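 Overnight 37C seeding (600 cells/well) of H1299-neo preceded a 24 hr, 32C exposure to compounds up to 46 uM. ATP levels, read by luminescence after 20 min at RT, indicated surviving cells.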
# NTMT1 inh: inhibitors of human N-terminal methyltransferase NTMT1; Q9BV86; Potency, µM (series often up to 114 µM), for inactives: at the top dose activity change, negative = inhibition, actives largely listed as inhibitors; NTMT1 MTase-Glo SAH luminescence, purified enzyme; actives 2.5% (n = 59,000); AID 1645870;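 also: potency is read from the fitted curve at half-maximal effect; plate controls were DMSO vehicle for no effect and no enzyme for full effect; nearly all actives have a fitted effect of over 65% in size; many of its hits are not listed in these tables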
# p53null 39C kill: selectivity test: cytotoxicity in p53 null cells, nonpermissive temperature. H1299 p53-null (neo) cells, 39C, ATPlite viability, 24 h. Potency, µM (titrated, usually from 46.1 µM), for the others: at the highest dose activity, negative = cell killing, most hits filed as cytotoxic. actives 0.97% (n = 55,000). AID 904;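 also: potency is read from the fitted curve at half-maximal effect; 0% = DMSO only and -100% = full killing by 100 µM tamoxifen; nearly all actives have a fitted effect of over 50% in size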
#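 H1299 lung cancer cells, p53-null (H1299-neo) or expressing p53 A138V (H1299-p53A138V), were plated overnight at 37C, then exposed to compounds at up to 46 uM for 24 hr at 39C. Viability was read by ATP-based luminescence.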
# An asterisk follows results filed as active; ? = inconclusive; . = no result given; [ ] = dose if it differs, or a comment. Calls follow the shape of the dose curve; as a rule, active = well fitted curve in the direction sought with a large enough effect; inconclusive = small, poorly fitted or top-dose-only effect, or another doubt; inactive = no such curve, though single readings can be large; an effect the other way counts as inactive or inconclusive. The list is partial; rates above refer to the full screens.
SMILES,TSG101-PTAP inh,GALK inhibitor,FH mod,B2AR arrestin ag,p53null 32C tox,NTMT1 inh,p53null 39C kill
O=C(CSc1nccn1Cc1ccco1)Nc1ccc(OC(F)(F)F)cc1,-4%,2%,-1%,0%,-3%,?,9%
CCc1ccccc1NC(=O)Cn1c(=O)ccc2cc(S(=O)(=O)N3CCCC3)ccc21,1%,-7%,-6%,0%,-1%,-8%,28%
CCc1c(C)c2cc3c(c(C)c2oc1=O)OCN(CCc1ccccc1F)C3,3%,3%,.,6%,19%,.,3%
COc1ccc(NC(=O)c2ccc3c(SCC(=O)O)c4c(nc3c2)CCCC4)cc1OC,0%,6%,?,-2%,-16%,-12%,-10%
Cc1ccc(NC(=O)/C(C#N)=C/c2ccc(-c3ccc(Cl)c(C(=O)O)c3)o2)cc1C,0%,7%,15%,-2%,-6%[9.22 µM],10%,-4%
COc1ccc(NC(=O)c2oc3ccccc3c2NC(=O)c2cc(=O)c3cc(Cl)ccc3o2)cc1,-1%,1%,1%,0%,3%,24%,-5%
Cc1cc(C)cc(Nc2ncnc3onc(-c4ccc(F)cc4)c23)c1,-9%,0%,-10%,0%,-4%,-2%,-14%
COc1cc(C2CC(=O)Nc3c2c(=O)nc2c(C)cccn32)cc(OC)c1OC (stereo unspecified),-1%,3%,-7%,1%,11%,5%,-15%
CCCCOC(=O)c1ccc(NC(=O)C2(c3cccs3)CCOCC2)cc1,-2%,1%,-25%,-3%,2%,3%,33%[activator]
CCOc1ccc(C(=O)Nc2c(C(=O)Nc3ccccc3F)oc3ccccc23)cc1OCC,1%,-1%,4%,6%,-8%,7%,-10%
O=C(O)CSc1nc2ccc(NC(=O)COc3ccc(Cl)cc3)cc2s1,-2%,6%,-24%,-1%,-8%,-11%,-20%
CCOc1ccccc1NC(=O)c1c(NC(=O)c2cccc(C)c2)sc2c1CCC2,-1%,0%,0%,1%,7%,4%,2%
CCc1ccccc1Nc1nc2cc(Cl)c(Cl)cc2nc1-n1nc(C)cc1C,-1%,-5%,9%,-2%,-4%,26%,-11%
CCc1nnc2c(NCc3ccccc3)nc3ccccc3n12,-1%,-6%,9%,-2%,2%,1%,14%
Cc1ccc(NC(=O)CN2C(=O)COc3ccc(S(=O)(=O)N4CCOCC4)cc32)c(Cl)c1,-2%,5%,-6%,-1%,3%,0%,-22%
Cc1ccc(CN2C(=O)c3oc4ccc(C)cc4c(=O)c3C2c2ccc(O)cc2)cc1 (stereo unspecified),3%,0%,-2%,0%,-1%,27%,-15%
CCOc1ccc(NC(=O)c2ccc3c(c2)c(C)c(C)n3Cc2ccc(F)cc2)cc1,9%,2%,-19%,-1%,4%,-1%,18%
Cc1ccccc1NC(=O)C1CCN(S(=O)(=O)c2c(C)noc2/C=C/c2ccco2)CC1,0%,8%,-10%,2%,11%,6%,5%
CCOc1ccc(NC(=O)CCNS(=O)(=O)c2cccc3nonc23)cc1,0%,6%,-12%,1%,-4%,-10%,-19%
COc1ccccc1C(=O)CC1(O)C(=O)N(CC(N)=O)c2ccccc21 (stereo unspecified),3%,5%,5%,0%,-1%,3%,?
CCCCN(CCCC)CCNC(=O)CN1C(=O)CSc2ccc(S(=O)(=O)N3CCOCC3)cc21,4%,2%,-3%,4%,-1%,1%,3%
COc1ccccc1N1CCN(S(=O)(=O)c2ccc(-n3cnnn3)cc2)CC1,-3%,8%,-14%,-1%,-1%,-8%,-20%
CC(C)c1cc(C(=O)NCc2ccccc2)no1,-15%,5%,.,1%,-1%,.,-19%
CCc1ccc(-n2nc(C)c3c(C(=O)Nc4cc(OC)cc(OC)c4)cc(C)nc32)cc1,-5%,-4%,-25%,0%,2%,5%,1%
COc1ccc(-n2c(SCC(=O)NCc3ccc(C)cc3)nc3n[nH]c(C)c3c2=N)cc1,0%,2%,1%,4%,-5%,2%,3%
SMILES,TSG101-PTAP inh,GALK inhibitor,FH mod,B2AR arrestin ag,p53null 32C tox,NTMT1 inh,p53null 39C kill
COc1ccc(CC(=O)Nc2sc3c(c2C(=O)Nc2c(C)cccc2C)CCCCC3)cc1,-1%,9%,0%,1%,3%,-13%,-20%
Cc1ccc(C(=O)Nc2cccc3cccnc23)cc1Cl,-5%,9%,-4%,0%,7%,?,?
CCN1c2cc(C)ccc2-n2cccc2C12CCN(C(=O)Nc1cc(OC)c(OC)c(OC)c1)CC2,-1%,2%,?,0%,24%,15%,17%
COCCOC(=O)C1=C(C)N=C2SCCC(=O)N2C1c1ccc(OCc2ccccc2)c(OC)c1 (stereo unspecified),-1%,0%,-7%,1%,-8%,2%,-12%
COc1ccc(NC(=O)CN2C(=O)COc3ccc(S(=O)(=O)Nc4ccccc4)cc32)cc1,-1%,3%,-25%,-1%,0%,5%,29%
CSc1ccc(CCNC(=O)c2cc3cc(S(=O)(=O)N4CCCCC4)ccc3n2C)cc1,-11%,-1%,-10%,1%,7%,23%,-20%
O=S(=O)(c1ccc(Br)s1)N1CCN(c2cccc(C(F)(F)F)c2)CC1,1%,1%,-15%,-1%,6%,?,16%
COc1ccc(C)cc1NC(=O)CC(=O)Nc1ccc2nc3n(c(=O)c2c1)CCCCC3,-2%,4%,-20%,-4%,-9%,-15%,-18%
CCOC(=O)N1CCc2c(sc3c2c(=O)n(-c2ccc(CC)cc2)c(=O)n3CC(=O)c2ccc(F)cc2)C1,0%,0%,0%,1%,?,-4%,-11%
Cc1cccc(Cn2c(SCc3ccc(C(=O)NCCc4ccccc4)cc3)nc3cccnc32)c1,1%,1%,-27%,2%,28%,4%,-12%
Cc1cccc(NC(=O)c2cccc(N3CCCS3(=O)=O)c2)c1,-3%,0%,-25%,0%,-18%,-16%,?
O=C(Cn1ncc2c([nH]c3ccccc32)c1=O)Nc1cc(F)ccc1F,0%,0%,8%,1%,-7%,2%,-8%
Cc1cc(=O)n(CC(=O)Nc2cccc([N+](=O)[O-])c2)c(-n2nc(C)cc2C)n1,-3%,0%,-1%,-3%,0%,8%,15%
CCOC(=O)C1CCCN(S(=O)(=O)c2cc3c4c(c2)CC(=O)N4CCC3)C1 (stereo unspecified),-2%,3%,-6%,-4%,9%,-1%,-11%
CCOc1ccc(NC(=O)c2c(NCc3sccc3C)sc3c2CCCCC3)cc1,-5%,-1%,-21%,?,20%,?,10%
CCCc1ccc(S(=O)(=O)N2CCC(c3nnnn3-c3ccc(OC)cc3)CC2)cc1,0%,3%,-5%,-2%,13%,5%,-19%
Cc1cccc(-c2nc3c4ccccc4nc(N4CCN(c5cc(C)ccc5C)CC4)n3n2)c1,-1%,5%,-6%,0%,0%,-1%,-21%
COc1ccc(CCNC(=O)c2ccc3c(c2)N(Cc2ccccc2Cl)C(=O)c2ccccc2S3)cc1OC,-2%,-3%,-26%,2%,19%,-5%,-7%
CCOc1ccccc1NC(=O)C1CCN(S(=O)(=O)Cc2ccccc2)CC1,-6%,3%,.,-2%,4%,.,-4%
COc1ccc(-c2nc3ccccc3o2)cc1NC(=O)COc1c(C)cc(Cl)cc1Cl,-3%,2%,4%,1%,0%,-2%,3%
COc1ccc(OC)c(CCNC(=O)C2=C(C)C(=O)OC23CCC(C)CC3)c1 (stereo unspecified),-7%,7%,-11%,1%,-1%,1%,-20%
CCCCNC(=O)Cn1ncc2c(C)n(Cc3cccc(Cl)c3)c(C)c2c1=O,0%,8%,-4%,-4%,11%,9%,-14%
Cc1nc2sc(C(=O)Nc3ccc(F)cc3)c(N)c2c(-c2ccc(Br)cc2)c1C(=O)Nc1ccc(Cl)cc1,-2%,5%,-13%,0%,5%,21%,2%
CCOc1ccc(NC(=O)c2cc3c(s2)-c2ccccc2OC3)cc1,-3%,2%,-18%,0%,-7%,-6%,-19%
CC1CCN(C(=O)C2COc3ccccc3C2)CC1 (stereo unspecified),-2%,1%,4%,1%,-5%,-15%,-4%
COc1ccc(Cn2c(CO)cnc2SCC(=O)NCc2ccco2)cc1,-3%,-1%,11%,0%,-4%,1%,12%
COc1ccc(-c2n[nH]c3c2cnc2ccc(F)cc23)cc1,1%,3%,-26%,0%,-8%,-7%,-2%
Fc1ccc(Cn2c(-c3cccc(Br)c3)nc3ccccc32)cc1,0%,2%,-21%,-3%,8%,1%,10%
CCc1ccc(NC(=O)Cn2c(=O)c3cc(Cl)ccc3n3nncc23)cc1,1%,5%,-18%,0%,-1%,-6%,-11%

# 11 structures from above, ordered by SMILES length, lowest first.
SMILES,TSG101-PTAP inh,GALK inhibitor,FH mod,B2AR arrestin ag,p53null 32C tox,NTMT1 inh,p53null 39C kill
Cc1ccc(C(=O)Nc2cccc3cccnc23)cc1Cl,-5%,9%,-4%,0%,7%,?,?
COc1ccc(Cn2c(CO)cnc2SCC(=O)NCc2ccco2)cc1,-3%,-1%,11%,0%,-4%,1%,12%
O=C(Cn1ncc2c([nH]c3ccccc32)c1=O)Nc1cc(F)ccc1F,0%,0%,8%,1%,-7%,2%,-8%
CCc1ccc(NC(=O)Cn2c(=O)c3cc(Cl)ccc3n3nncc23)cc1,1%,5%,-18%,0%,-1%,-6%,-11%
COc1ccc(OC)c(CCNC(=O)C2=C(C)C(=O)OC23CCC(C)CC3)c1 (stereo unspecified),-7%,7%,-11%,1%,-1%,1%,-20%
COc1ccc(C)cc1NC(=O)CC(=O)Nc1ccc2nc3n(c(=O)c2c1)CCCCC3,-2%,4%,-20%,-4%,-9%,-15%,-18%
Cc1cccc(-c2nc3c4ccccc4nc(N4CCN(c5cc(C)ccc5C)CC4)n3n2)c1,-1%,5%,-6%,0%,0%,-1%,-21%
COc1ccc(NC(=O)CN2C(=O)COc3ccc(S(=O)(=O)Nc4ccccc4)cc32)cc1,-1%,3%,-25%,-1%,0%,5%,29%
CCN1c2cc(C)ccc2-n2cccc2C12CCN(C(=O)Nc1cc(OC)c(OC)c(OC)c1)CC2,-1%,2%,?,0%,24%,15%,17%
COc1ccc(CCNC(=O)c2ccc3c(c2)N(Cc2ccccc2Cl)C(=O)c2ccccc2S3)cc1OC,-2%,-3%,-26%,2%,19%,-5%,-7%
Cc1nc2sc(C(=O)Nc3ccc(F)cc3)c(N)c2c(-c2ccc(Br)cc2)c1C(=O)Nc1ccc(Cl)cc1,-2%,5%,-13%,0%,5%,21%,2%
